# MCL1 BIM primary: inhibitors of MCL1 binding to BIM-BH3, primary screen, biochemical, fluorescence polarization; AID 2057, 2009; 320,000 compounds, 0.68% hits; GST-MCL1 / FITC-Bim-BH3 fluorescence polarization; inhibition, % at 10.9 µM;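 active = inhibition above the mean inhibition of all tested compounds plus 3 SD, set per campaign, cut at about 40% in these data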;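 note: 0% = DMSO wells and 100% = unlabeled Bim-BH3 peptide control; higher means more loss of mP so more displacement of Bim peptide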
# Bcl-xL primary: inhibitors of human Bcl-xL, primary screen, biochemical, fluorescence polarization, HTS | Bcl-2-like protein 1 (Homo sapiens), Q07817 | GST-Bcl-xL / FITC-Bim BH3 peptide fluorescence polarization | inhibition, % at 10.9 µM | 320,000 compounds, 0.7% hits | AID 2129, 2009;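 active = inhibition above the mean of all tested compounds plus 3 SD, cutoff set per campaign, cut at about 30% in these data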;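 note: 0% = DMSO wells and 100% = unlabeled Bim-BH3 peptide competitor; inhibitors lower millipolarization by displacing the labeled peptide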
# MEX-5 binding: MEX-5 zinc finger RNA-binding disruptors – biochemical, C. elegans, fluorescence polarization, MLPCN library, primary screen; 300,000 compounds, 0.38% hits; activity score (negative = inhibition of binding), % at 10 µM; MEX-5/FITC-TCR2 RNA binding; active compounds read low;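 active = inhibition past about -25% in most replicates, and total fluorescence under double the plate's negative control median, limit read from the data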;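 note: 0% = DMSO and -100% = 5 µM competing unlabeled TCR2 RNA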
# VLA-4 inh: inhibition in human VLA-4 binding assay, primary screen, VLA-4 allosteric modulator project, MLPCN library, flow cytometry, VLA-4 expressing cells. AID 2557, 2010. 330,000 compounds, 0.2% hits. inhibition, % (about 7 µM as worked out from the volumes in the protocol). ligand binding flow cytometry; in the data active = inhibition above about 50%
# Target sequence (P13612 whole entry, looked up): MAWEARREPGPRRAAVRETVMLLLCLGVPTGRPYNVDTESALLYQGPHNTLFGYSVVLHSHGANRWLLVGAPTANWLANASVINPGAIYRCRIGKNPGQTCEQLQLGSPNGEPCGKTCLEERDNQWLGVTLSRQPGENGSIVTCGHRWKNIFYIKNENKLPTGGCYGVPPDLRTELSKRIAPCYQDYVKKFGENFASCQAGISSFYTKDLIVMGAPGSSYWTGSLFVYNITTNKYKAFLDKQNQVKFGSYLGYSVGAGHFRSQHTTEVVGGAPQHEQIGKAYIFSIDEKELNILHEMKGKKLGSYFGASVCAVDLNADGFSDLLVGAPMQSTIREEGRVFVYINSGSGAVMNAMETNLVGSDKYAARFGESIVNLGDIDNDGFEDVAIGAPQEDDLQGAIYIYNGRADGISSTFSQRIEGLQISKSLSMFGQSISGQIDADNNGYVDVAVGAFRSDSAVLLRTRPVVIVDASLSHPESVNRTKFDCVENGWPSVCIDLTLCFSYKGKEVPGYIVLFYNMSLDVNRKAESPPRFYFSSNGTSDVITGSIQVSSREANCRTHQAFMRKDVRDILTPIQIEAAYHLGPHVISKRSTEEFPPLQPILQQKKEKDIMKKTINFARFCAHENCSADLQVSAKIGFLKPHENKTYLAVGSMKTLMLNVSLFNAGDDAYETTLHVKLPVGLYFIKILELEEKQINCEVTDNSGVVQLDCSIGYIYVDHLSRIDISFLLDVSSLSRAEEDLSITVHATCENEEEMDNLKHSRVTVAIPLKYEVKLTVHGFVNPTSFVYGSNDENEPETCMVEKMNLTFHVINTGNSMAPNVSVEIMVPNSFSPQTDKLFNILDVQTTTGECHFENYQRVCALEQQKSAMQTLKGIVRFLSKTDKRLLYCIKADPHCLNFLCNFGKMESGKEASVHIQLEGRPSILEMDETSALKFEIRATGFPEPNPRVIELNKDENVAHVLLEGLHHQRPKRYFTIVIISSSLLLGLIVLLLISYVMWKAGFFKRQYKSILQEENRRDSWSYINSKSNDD
# CIT2-GFP yeast: modulators of CIT2-GFP expression in yeast, primary screen, S. cerevisiae, GFP fusion, multiplex flow cytometry, MLPCN library | S. cerevisiae CIT2-GFP strain, 3 h; 100 means same as DMSO wells | AID 2029, 2009 | 320,000 compounds, 0.065% hits | GFP response vs DMSO, % at 10 µM;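 active = GFP response relative to DMSO above a set limit, near the screen mean plus 3 SD, cut at about 150% in these data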;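 note: ratio of well median GFP fluorescence to mean of DMSO wells on the plate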
# AGP1 TOR yeast: modulators of AGP1-GFP expression in yeast TOR pathway, primary screen, cell-based, multiplex flow cytometry, S. cerevisiae, MLPCN library | 3 h; GFP as percent of DMSO wells | GFP response vs DMSO, % at 10 µM | 320,000 compounds, 0.02% hits;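 active = GFP response relative to DMSO above a set limit, near screen average plus 3 SD, cut at about 150% in these data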;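 note: median GFP channel fluorescence of the gated AGP1 strain per well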
# GLD-1 TGE inh: GLD-1/TGE RNA complex disruptors, primary screen, biochemical, fluorescence polarization; Female germline-specific tumor suppressor gld-1 (Caenorhabditis elegans), Q17339; purified GLD-1 + fluorescein TGE RNA; inhibition, % at 5.96 µM; 320,000 compounds, 0.44% hits;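 active = percent inhibition above a per-plate cutoff, the plate mean of test compounds plus 3 SD, cut at about 30% in these data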;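 note: 0% = DMSO wells with GLD-1 and probe and 100% = wells lacking GLD-1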
# GRK2 aptamer HTS: compounds blocking aptamer binding on GRK2 – biochemical, human GRK2, bead flow cytometry, HTS, primary screen | Beta-adrenergic receptor kinase 1 (Homo sapiens), P25098 | FAM-aptamer displacement from GRK2 | inhibition of aptamer binding, % at 10 µM | 330,000 compounds, 0.59% hits;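 active = inhibition of aptamer binding above 40%, roughly 3 SD of noise, on plates passing a quality check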;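 note: median bead fluorescence of bound FAM aptamer so fluorescent compounds give negative values; no value below 0 was filed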
# CR mimetic SO: reduction of superoxide in aged yeast, primary screen, HTS; superoxide response (% of plate mean), % at 10 µM; S. cerevisiae aged cells, superoxide DHE fluorescence; active compounds read low; 330,000 compounds, 0.18% hits;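 active = superoxide response under a set limit, about three screen SD below normal, cut at about 65% in these data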;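 note: yeast aged for seven days with compound at 30 °C before DHE staining; 100% = average MFI of all compound-treated wells on the plate with controls excluded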
# * marks the source's active call; other numbers are inactive results; . = not tested or not shown.
SMILES,MCL1 BIM primary,Bcl-xL primary,MEX-5 binding,VLA-4 inh,CIT2-GFP yeast,AGP1 TOR yeast,GLD-1 TGE inh,GRK2 aptamer HTS,CR mimetic SO
COc1ccccc1N1CCN(C(=O)c2cn(Cc3ccccc3)nc2-c2cccnc2)CC1,5,3,.,0,97,96,-1,0,80
COc1ccc(-n2c(O)c(C=NCc3ccccn3)c3ccccc3c2=O)c(OC)c1,8,1,-0.8,2,104,102,2,0,116
C=CCn1c(SCc2ccccc2)nc2scc(-c3ccc(C)o3)c2c1=O,1,1,-2.9,7,97,105,2,0,97
Cc1ccsc1/C=N/n1c(-c2ccncc2)n[nH]c1=S,-23,-34,3.9,8,97,106,4,6,94
O=C(COc1ccccc1)Nc1ccccc1Oc1ccccc1,7,-4,0.1,-14,105,88,6,0,98
CCOc1ccc(CN2C(=O)c3ccccc3C2=O)cc1C(=O)NC1CC(C)(C)NC(C)(C)C1,-10,-5,.,1,89,98,-2,0,73
Cc1onc(-c2ccccc2)c1-c1n[nH]c(=S)n1-c1ccc(C(=O)O)cc1,-8,-13,0.6,-6,88,90,2,1,94
Cc1cccnc1NC(=O)C1CCCN(S(=O)(=O)c2ccc3c(c2)oc(=O)n3C)C1 (centres undefined),4,5,0.3,22,93,95,2,1,88
COc1ccc(CCC(=O)NCCS(=O)(=O)N2CCN(c3ccccc3F)CC2)cc1,8,9,-1.4,8,107,115,10,0,106
Cc1c(Br)c([N+](=O)[O-])nn1CC(=O)N1CCN(C23CC4CC(CC(C4)C2)C3)CC1,2,4,-5.4,-3,105,108,3,0,98
O=C(O)c1cn2c3c(ccc(Cl)c3c1=O)OCC2,5,3,3.0,6,101,96,-1,0,99
CCCCCCCCCC(=O)NNC(=O)c1c(O)c2ccccc2n(CCC)c1=O,7,6,-1.8,5,97,102,9,0,87
CC(C)CCNC1=NCCCCC1,4,4,-1.8,21,97,105,-4,4,110
CCCCOc1ccc(C(=O)N/C(=C/C=C/c2ccccc2)C(=O)N2CCOCC2)cc1,4,5,2.0,16,92,91,-1,4,108
CC1CCN(S(=O)(=O)c2ccc3ncn(CC(=O)N(C)C4CCCCC4)c(=O)c3c2)CC1,-3,2,0.8,8,97,107,1,2,91
Cc1ccc(-n2c(SCn3nnc4ccccc4c3=O)nnc2-c2cccnc2)c(C)c1,2,1,2.1,12,96,100,-2,0,125
CC1(C)Cc2c(C#N)c(NC3CCCCC3)nc(-c3ccco3)c2CO1,8,5,2.9,-6,88,83,3,2,117
O=C(Cc1cccs1)NCCS(=O)(=O)N1CCN(c2ccccc2F)CC1,4,2,-0.6,10,93,98,-2,0,95
COc1ccc(-c2ccc(SCC(=O)Nc3nccs3)nn2)cc1OC,5,7,1.6,1,82,96,-6,0,115
Cc1cc(NC(=O)CSc2nnc(-c3cccc(F)c3)n2N)no1,0,-2,.,3,95,98,4,38,120
Cc1ccc(S(=O)(=O)N(C)C)cc1NC(=S)Nc1ccc2[nH]c(=O)[nH]c2c1,-1,9,-0.1,-2,88,94,7,0,95
O=C1CSc2ccccc2N1Cc1ccccc1F,1,7,-0.4,-1,90,105,0,0,91
CC1CC1C(=O)N1CCN(S(=O)(=O)c2cccc(F)c2)CC1 (centres undefined),-4,0,0.4,2,96,103,2,0,98
CC(C)NC(=O)c1ccc2c(c1)nnn2C,12,9,-1.8,-3,98,98,0,1,94
Cc1cc(Nc2ncc(Cl)cc2Cl)n(-c2ccccc2)n1,8,7,-2.4,10,101,98,-1,3,85
COc1cc(CNc2ccccc2)c([N+](=O)[O-])cc1OC,-2,2,-2.6,6,97,94,5,1,108
COc1ccc(/C=C(\C#N)c2cc(OC)c(OC)cc2[N+](=O)[O-])cc1,1,5,-2.4,-3,97,100,1,1,101
CC(C)[C@H](NC(=O)c1ccccc1)C(=O)Nc1cccc(S(=O)(=O)N2CCOCC2)c1,-4,-5,.,14,99,95,7,3,84
COc1ccc(N2CCN(C(=O)C3COc4ccccc4O3)CC2)cc1 (centres undefined),7,9,1.9,-10,98,99,-5,2,114
CCC(C)(C(=O)NC1CCCC1)N(C(=O)Cc1cccs1)c1c(C)n(C)n(-c2ccccc2)c1=O (centres undefined),-6,0,0.7,-1,106,113,7,1,102
CCOc1ccc2nc(N3CCC(C(=O)N4CCN(c5ncccn5)CC4)CC3)sc2c1,6,1,-0.5,0,87,80,-3,0,111
CC(c1nnnn1C(C)(C)C)N(Cc1cccnc1)Cc1ccccc1Cl (centres undefined),2,7,0.7,1,89,96,-1,0,105
CCOc1ccccc1Nc1ccc2nonc2c1[N+](=O)[O-],1,-3,-3.9,-5,102,96,-5,0,118
COc1ccccc1C(=O)NCC(=O)Nc1cccnc1,3,5,-2.0,5,102,95,-6,0,93
COc1ccc(CCN(CC(=O)NC(C)(C)C)C(=O)Cn2nnc(-c3ccc(C)o3)n2)cc1OC,-2,-1,-0.3,-2,94,108,4,4,105
COc1ccc(/C=N/NC(=O)c2ccccc2OC)cc1COc1ccccc1[N+](=O)[O-],12,4,3.0,-11,91,94,-2,0,96
O=C1NCCC/C1=N\Nc1ccc(Br)cc1,3,2,-0.4,-23,98,101,-3,0,99
CCN(CC)S(=O)(=O)c1ccc(/C=C/C(=O)OCC(=O)Nc2ccc(S(N)(=O)=O)cc2)cc1,1,5,-0.3,7,100,97,5,0,106
COCc1ccc(CN2CCCC(CO)(Cc3cccc(Cl)c3)C2)o1 (centres undefined),0,6,1.0,5,99,101,5,3,99
COc1ccc(C(=O)OCC(=O)N2C(C)CCCC2C)cc1[N+](=O)[O-] (centres undefined),0,5,-2.4,-5,101,114,-3,0,99
COc1cc(/C=C/C(=O)O)cc(S(=O)(=O)Nc2ccc(F)cc2)c1OC,11,1,-1.9,11,92,96,6,0,96
O=C(c1ccc2c3c(cccc13)CC2)C1CCCN(Cc2cccnc2)C1 (centres undefined),10,5,1.8,11,90,97,5,1,102
CC(C)c1nc(SCC(=O)Nc2ccc3c(c2)OCCO3)n[nH]1,2,3,1.5,11,99,98,-1,3,96
Cc1ccc(S(=O)(=O)c2ccc(Oc3cccc(C)c3)cc2)cc1,3,10,0.1,10,100,106,6,4,114
Cn1c(SCC(=O)NCC2CCCO2)nnc1-c1ccco1 (centres undefined),1,4,.,-3,98,101,2,3,90
COc1cccc(-c2nc(CS(=O)(=O)CC(=O)NCC(C)c3ccccc3)c(C)o2)c1 (centres undefined),6,5,-2.5,-9,98,99,3,2,99
COc1ccc(NC(=O)C2CCCN(S(=O)(=O)c3ccc4c(c3)CCCN4C(C)=O)C2)cc1Cl (centres undefined),-5,-2,1.0,-5,102,99,10,4,89
c1cncc(-c2cn(C[C@H]3CC[C@@H]([C@@H]4CC[C@H](Cn5cc(-c6cccnc6)nn5)O4)O3)nn2)c1,-4,4,-1.9,-3,103,102,-2,0,102
Cc1c(N(C(=O)c2cnccn2)C2(C(=O)NC3CCCC3)CCCCC2)c(=O)n(-c2ccccc2)n1C,5,1,1.8,1,101,107,1,0,92
Nc1ccc(S(=O)(=O)NC2(C(F)(F)F)NC(=O)N(Cc3ccccc3)C2=O)cc1 (centres undefined),3,9,1.0,15,106,100,5,0,90
CN(Cc1ccccc1)C(=O)CN1C(=O)NC(C)(c2ccc(Cl)cc2)C1=O (centres undefined),-11,-8,-0.5,11,104,105,7,1,102
CCC(=O)NC(=S)Nc1cccc(C(C)=O)c1,8,10,-0.9,-7,97,99,8,0,117
COc1cccc(-c2csc(N3CCN(C(=O)NC45CC6CC(CC(C6)C4)C5)CC3)n2)c1,1,-3,3.7,8,100,101,-9,0,79
COc1ccc(CN(C)C(=O)c2ccc(NS(=O)(=O)c3ccccc3)cc2)c(OC)c1,-2,0,3.0,1,106,110,-4,0,104
CCOC(=O)N/N=C(C)/C=C/c1ccco1,7,7,-2.5,-8,93,98,4,0,90
CC(Oc1ccc(Cl)cc1Cl)C(=O)Nc1ccncc1 (centres undefined),6,8,1.3,-1,96,103,-1,3,98
COC(=O)c1cn(C(=O)c2cc(Cl)ccc2Cl)c2ccccc12,-7,1,2.8,0,101,96,-1,0,94
CCOc1cccc(/C=N/NC(=O)c2cc(-c3cccn3C)n[nH]2)c1O,12,9,0.4,7,107,107,-2,0,89

# Compounds from the list above with fluorine:
SMILES,MCL1 BIM primary,Bcl-xL primary,MEX-5 binding,VLA-4 inh,CIT2-GFP yeast,AGP1 TOR yeast,GLD-1 TGE inh,GRK2 aptamer HTS,CR mimetic SO
COc1ccc(CCC(=O)NCCS(=O)(=O)N2CCN(c3ccccc3F)CC2)cc1,8,9,-1.4,8,107,115,10,0,106
O=C(Cc1cccs1)NCCS(=O)(=O)N1CCN(c2ccccc2F)CC1,4,2,-0.6,10,93,98,-2,0,95
Cc1cc(NC(=O)CSc2nnc(-c3cccc(F)c3)n2N)no1,0,-2,.,3,95,98,4,38,120
O=C1CSc2ccccc2N1Cc1ccccc1F,1,7,-0.4,-1,90,105,0,0,91
CC1CC1C(=O)N1CCN(S(=O)(=O)c2cccc(F)c2)CC1 (centres undefined),-4,0,0.4,2,96,103,2,0,98
COc1cc(/C=C/C(=O)O)cc(S(=O)(=O)Nc2ccc(F)cc2)c1OC,11,1,-1.9,11,92,96,6,0,96
Nc1ccc(S(=O)(=O)NC2(C(F)(F)F)NC(=O)N(Cc3ccccc3)C2=O)cc1 (centres undefined),3,9,1.0,15,106,100,5,0,90

# Bioassay records (PubChem BioAssay)
